# Screens (PubChem BioAssay)
# Fam108B counter: counter-screen for RBBP9 inhibitors: inhibitors of mouse Fam108B; recombinant Fam108B, FP-Rh probe fluorescence polarization; inhibition, % at 9.51 µM; 300,000 tested, 0.33% active;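 active = inhibition above the screen mean inhibition plus 3 SD, computed separately per campaign, cut at about 18% in these data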;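 note: inhibitors lower polarization as less probe binds the enzyme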
# MEX-5 binding: C. elegans MEX-5 TCR-2 RNA binding activity | Q9XUB2 | MEX-5/FITC-TCR2 RNA binding, fluorescence polarization; hits give low values | activity score (negative = inhibition of binding), % at 10 µM | 300,000 tested, 0.38% active | AID 1832;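 active = inhibition past about -25% in most replicates, and total fluorescence under double the plate's negative control median, limit read from the data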;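 note: 0% = DMSO and -100% = 5 µM competing unlabeled TCR2 RNA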
# Target sequence (Q9XUB2 whole entry, looked up): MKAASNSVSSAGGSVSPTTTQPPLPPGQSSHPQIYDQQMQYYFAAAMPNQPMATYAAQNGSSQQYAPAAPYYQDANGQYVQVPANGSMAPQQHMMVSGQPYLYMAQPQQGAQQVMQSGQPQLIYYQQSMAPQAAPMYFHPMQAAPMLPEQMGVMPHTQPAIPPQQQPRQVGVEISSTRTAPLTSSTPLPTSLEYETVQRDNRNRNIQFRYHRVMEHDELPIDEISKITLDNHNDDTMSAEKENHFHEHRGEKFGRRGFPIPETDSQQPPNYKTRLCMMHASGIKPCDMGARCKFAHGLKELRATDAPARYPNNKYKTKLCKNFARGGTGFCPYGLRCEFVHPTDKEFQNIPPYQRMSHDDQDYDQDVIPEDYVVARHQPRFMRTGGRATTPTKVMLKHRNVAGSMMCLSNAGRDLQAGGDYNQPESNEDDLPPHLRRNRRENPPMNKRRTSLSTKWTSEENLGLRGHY
# CR mimetic SO: lowers age-related superoxide in aged yeast cells. S. cerevisiae aged cells, superoxide DHE fluorescence; hits give low values. superoxide response (% of plate mean), % at 10 µM. 330,000 tested, 0.18% active. AID 2690;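 active = superoxide response under a set limit, about three screen SD below normal, cut at about 65% in these data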;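 note: yeast aged for seven days with compound at 30 °C before DHE staining; 100% = average MFI of all compound-treated wells on the plate with controls excluded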
# ZTA DNA inh: counter-screen for EBNA-1 inhibitors: inhibitors of Epstein-Barr virus ZTA; ZTA-DNA binding, fluorescence polarization; 320,000 tested, 0.15% active; P03206; AID 2234; inhibition, % at 11 µM; in the data active = inhibition above about 33%
# MCL1 BIM primary: disrupts human MCL1 binding to BIM-BH3 peptide; Q07820; GST-MCL1 / FITC-Bim-BH3 fluorescence polarization; inhibition, % at 10.9 µM; 320,000 tested, 0.68% active; AID 2057;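 active = inhibition above the mean inhibition of all tested compounds plus 3 SD, set per campaign, cut at about 40% in these data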;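 note: 0% = DMSO wells and 100% = unlabeled Bim-BH3 peptide control; higher means more loss of mP so more displacement of Bim peptide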
# GLD-1 TGE inh: GLD-1-TGE RNA interaction inhibition (C. elegans). Q17339. 320,000 tested, 0.44% active. inhibition, % at 5.96 µM. purified GLD-1 + fluorescein TGE RNA, fluorescence polarization;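 active = percent inhibition above a per-plate cutoff, the plate mean of test compounds plus 3 SD, cut at about 30% in these data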;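 note: 0% = DMSO wells with GLD-1 and probe and 100% = wells lacking GLD-1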
# EBNA-1 inh: blocks EBNA-1 binding to DNA. EBNA-1 DNA binding, fluorescence polarization. inhibition, % at 14.8 µM. 300,000 tested, 0.34% active. AID 1950; in the data active = inhibition above about 28%
# BCLXL inh: inhibitors of human Bcl-xL; 320,000 tested, 0.7% active; inhibition, % at 10.9 µM; Q07817; GST-Bcl-xL / FITC-Bim BH3 peptide fluorescence polarization;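 active = inhibition above the mean of all tested compounds plus 3 SD, cutoff set per campaign, cut at about 30% in these data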;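 note: 0% = DMSO wells and 100% = unlabeled Bim-BH3 peptide competitor; inhibitors lower millipolarization by displacing the labeled peptide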
# Target sequence (Q07817 whole entry, looked up): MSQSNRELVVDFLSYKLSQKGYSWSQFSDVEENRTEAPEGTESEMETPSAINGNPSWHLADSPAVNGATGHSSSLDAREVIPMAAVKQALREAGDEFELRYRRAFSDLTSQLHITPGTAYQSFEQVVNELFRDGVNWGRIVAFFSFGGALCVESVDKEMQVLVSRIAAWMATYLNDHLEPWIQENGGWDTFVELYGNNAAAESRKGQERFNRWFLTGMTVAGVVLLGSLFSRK
# Efflux pump inh: antifungal efflux pump inhibition, Nile Red retention. S. cerevisiae Candida pump triplex. inhibition, % at 10 µM. 330,000 tested, 0.44% active. AID 485275;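 active = plate passing quality check with inhibition over a set limit, or well fluorescence over plate mean plus 4 SD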;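 note: Nile Red retained in pooled yeast measured as flow cytometry median fluorescence; 0% = buffer negative control and 100% = Enniatin B positive control; higher means more Nile Red kept so more efflux inhibition; some compounds called inactive have numbers as strong as hits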
# The depositor's hits bear a star.
SMILES,Fam108B counter,MEX-5 binding,CR mimetic SO,ZTA DNA inh,MCL1 BIM primary,GLD-1 TGE inh,EBNA-1 inh,BCLXL inh,Efflux pump inh
COC(=O)c1sc(-c2ccc(Cl)cc2)cc1NC(=O)COCC(=O)O,-6,-1.1,127,13,8,9,-4,7,0.2
CC1CCCCC1NC(=O)C1CCN(C(=O)NC2CCCCC2)CC1 (stereo not drawn),-2,0.9,102,-12,-2,4,-6,1,0.0
Cc1[nH]c(=O)[nH]c(=O)c1CSCC(=O)OCC(=O)c1ccc(Br)cc1,-4,-0.4,105,-11,-1,-4,-5,7,-0.1
O=C(CNCCN1CCOCC1)Nc1ccccc1Sc1ccccc1,-2,-1.1,106,-15,5,4,4,6,-0.1
OC1CCCN(Cc2ccccc2)C1 (stereo not drawn),-1,1.1,106,-12,9,-5,2,10,0.0
CNNC(=S)Nc1ccc(Cl)cc1,0,0.6,99,2,10,1,-10,4,0.0
COc1ccccc1N1CCN(C(=O)c2cc3cc(Cl)ccc3[nH]2)CC1,7,-2.5,109,11,4,4,19,-1,-0.3
Cc1ccnc(NS(=O)(=O)c2ccc(NC(=O)C3C4C=CC(C4)C3C(=O)O)cc2)n1 (stereo not drawn),-1,-1.9,97,-7,7,6,-4,1,0.1
c1ccc(-c2csc3ncnc(NCCCN4CCOCC4)c23)cc1,5,1.2,100,-5,7,4,-1,5,0.1
CCC(C)C1=CC(=Nc2c(C)n(C)n(-c3ccccc3)c2=O)C=C(C(C)CC)C1=O (stereo not drawn),-4,0.5,99,0,-6,11,2,-1,0.1
COc1ccc(C(C(=O)NCC2CCCO2)N(C(=O)CNC(=O)c2cccs2)c2ccc(C(C)=O)cc2)cc1OC (stereo not drawn),0,-1.1,95,1,-3,12,-3,-1,-0.2
Cc1cc(C)cc(Oc2ccc(-c3nnc(-c4ccccc4)o3)cc2[N+](=O)[O-])c1,-1,3.2,110,4,4,5,-5,5,-0.1
CCCCN(C)S(=O)(=O)c1cc(Br)cc2c1N(C(=O)C1CC1)CC2,-7,2.6,82,0,3,-4,-17,1,0.1
CC(/C=C/c1ccccc1)=N\NC(=O)c1ccncc1,-7,5.2,100,6,10,3,10,2,0.1
Fc1cccc(-n2ncc(-c3nnnn3-c3ccccc3)c2C(F)(F)F)c1,-1,-0.2,103,-9,3,4,-7,3,0.2
Cc1cc(C)nc(SCC(=O)N/N=C\c2sccc2C)n1,-2,1.2,93,-8,-2,-2,-1,-2,0.1
COc1cccc(C(=O)Nc2ccc3[nH]ncc3c2)c1,0,-0.2,112,-16,19,4,-8,7,-0.1
Cc1cc(N2CCN(C)CC2)ccc1NC(=O)c1ccc(-c2ccc(Cl)cc2)o1,1,2.3,105,1,-8,9,6,2,-0.1
O=C(CN1CCN(S(=O)(=O)N2CCOCC2)CC1)Nc1cc(Cl)ccc1Cl,-4,2.5,98,8,-1,11,-17,-2,0.0
COCCCN1CN(S(=O)(=O)c2ccc(C)cc2C)c2nc3ccccc3nc21,4,-4.3,110,-13,20,6,-8,20,0.1
NC(=S)Nc1cccc2cn[nH]c12,1,0.2,98,-5,-1,0,-4,2,0.2
CN(C)CCSc1nc(-c2ccccc2)nc2c1COC(C)(C)C2,1,-1.5,105,-17,3,0,-9,0,-0.6
O=C(CNC(=O)c1ccc(S(=O)(=O)N2CCCC2)cc1)N/N=C/c1ccc(Cl)cc1Cl,-9,1.3,99,1,-3,1,-3,1,-0.1
COCCCNC(=S)NC1CCCCC1,-2,0.6,99,5,4,-2,1,3,-0.1

# A draw from above in order of length of the SMILES, ascending:
SMILES,Fam108B counter,MEX-5 binding,CR mimetic SO,ZTA DNA inh,MCL1 BIM primary,GLD-1 TGE inh,EBNA-1 inh,BCLXL inh,Efflux pump inh
OC1CCCN(Cc2ccccc2)C1 (stereo not drawn),-1,1.1,106,-12,9,-5,2,10,0.0
CNNC(=S)Nc1ccc(Cl)cc1,0,0.6,99,2,10,1,-10,4,0.0
NC(=S)Nc1cccc2cn[nH]c12,1,0.2,98,-5,-1,0,-4,2,0.2
CC(/C=C/c1ccccc1)=N\NC(=O)c1ccncc1,-7,5.2,100,6,10,3,10,2,0.1
Cc1cc(C)nc(SCC(=O)N/N=C\c2sccc2C)n1,-2,1.2,93,-8,-2,-2,-1,-2,0.1
c1ccc(-c2csc3ncnc(NCCCN4CCOCC4)c23)cc1,5,1.2,100,-5,7,4,-1,5,0.1
CN(C)CCSc1nc(-c2ccccc2)nc2c1COC(C)(C)C2,1,-1.5,105,-17,3,0,-9,0,-0.6
COC(=O)c1sc(-c2ccc(Cl)cc2)cc1NC(=O)COCC(=O)O,-6,-1.1,127,13,8,9,-4,7,0.2
COc1ccccc1N1CCN(C(=O)c2cc3cc(Cl)ccc3[nH]2)CC1,7,-2.5,109,11,4,4,19,-1,-0.3
Fc1cccc(-n2ncc(-c3nnnn3-c3ccccc3)c2C(F)(F)F)c1,-1,-0.2,103,-9,3,4,-7,3,0.2
COCCCN1CN(S(=O)(=O)c2ccc(C)cc2C)c2nc3ccccc3nc21,4,-4.3,110,-13,20,6,-8,20,0.1
O=C(CN1CCN(S(=O)(=O)N2CCOCC2)CC1)Nc1cc(Cl)ccc1Cl,-4,2.5,98,8,-1,11,-17,-2,0.0
Cc1[nH]c(=O)[nH]c(=O)c1CSCC(=O)OCC(=O)c1ccc(Br)cc1,-4,-0.4,105,-11,-1,-4,-5,7,-0.1
CCC(C)C1=CC(=Nc2c(C)n(C)n(-c3ccccc3)c2=O)C=C(C(C)CC)C1=O (stereo not drawn),-4,0.5,99,0,-6,11,2,-1,0.1
Cc1ccnc(NS(=O)(=O)c2ccc(NC(=O)C3C4C=CC(C4)C3C(=O)O)cc2)n1 (stereo not drawn),-1,-1.9,97,-7,7,6,-4,1,0.1
O=C(CNC(=O)c1ccc(S(=O)(=O)N2CCCC2)cc1)N/N=C/c1ccc(Cl)cc1Cl,-9,1.3,99,1,-3,1,-3,1,-0.1
COc1ccc(C(C(=O)NCC2CCCO2)N(C(=O)CNC(=O)c2cccs2)c2ccc(C(C)=O)cc2)cc1OC (stereo not drawn),0,-1.1,95,1,-3,12,-3,-1,-0.2

# The list goes on.
SMILES,Fam108B counter,MEX-5 binding,CR mimetic SO,ZTA DNA inh,MCL1 BIM primary,GLD-1 TGE inh,EBNA-1 inh,BCLXL inh,Efflux pump inh
CC(=O)c1cccc(CN2CCN(CCc3ccccc3)C(CCO)C2)c1 (stereo not drawn),2,-4.4,79,18,2,-5,8,0,-0.2
O=C1CNC(=O)N1CC(=O)N1CCCc2ccccc21,10,0.2,94,3,3,1,-1,1,0.1
O=C(NC(=S)Nc1cccc2ncccc12)c1ccco1,4,0.3,85,0,4,3,-4,8,0.1
CCSCCOC(=O)C1=C(C)NC(=O)NC1c1ccccc1 (stereo not drawn),-4,-0.6,95,10,2,3,-5,4,0.0
